From PubChem BioAssay
PI4K2A block = PI4K2A (human) kinase inhibition; Q9BTU6; purified PI4K2A, ADP-Glo luminescence, 1 h; stronger effect = lower value; activity change, negative = inhibition, % at 76.9 µM; 420,000 compounds, 0.13% hits; in the data active = activity change below about -50%; inconclusive = mostly about -30% to -49%;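 note: -100% = wells without enzyme as full effect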
Target sequence (Q9BTU6 whole entry, looked up): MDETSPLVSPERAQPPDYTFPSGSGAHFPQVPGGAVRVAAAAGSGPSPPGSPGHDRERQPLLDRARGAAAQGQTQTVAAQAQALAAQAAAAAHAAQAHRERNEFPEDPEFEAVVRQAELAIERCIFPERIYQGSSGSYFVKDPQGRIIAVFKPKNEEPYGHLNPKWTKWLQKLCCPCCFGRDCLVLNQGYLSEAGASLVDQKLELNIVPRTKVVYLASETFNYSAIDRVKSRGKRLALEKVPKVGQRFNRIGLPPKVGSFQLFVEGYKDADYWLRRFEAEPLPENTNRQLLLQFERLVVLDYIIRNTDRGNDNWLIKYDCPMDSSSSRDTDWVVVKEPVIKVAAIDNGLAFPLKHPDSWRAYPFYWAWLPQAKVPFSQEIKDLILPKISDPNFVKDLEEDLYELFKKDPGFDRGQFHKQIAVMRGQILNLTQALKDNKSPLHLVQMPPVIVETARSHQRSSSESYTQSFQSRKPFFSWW
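ADP-Glo luminescence measured ADP generated by PI4K2A enzyme (4 ug/mL before mixing) with 1.2 mM PI substrate (pre-mix) and 300 microM ATP (pre-mix). Tris pH7.5 buffer with MgCl2, Triton X-100; 1 h reaction at ambient temperature.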
D2 agonist = activates the human D2 dopamine receptor | HEK293 T-REx D2 cells, calcium flux agonist mode | activation, % at 2 µM | 340,000 compounds, 0.53% hits | AID 485358;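 active = activation over 3 SD above normal in the single-dose calcium agonist read, cut at about 30% in these data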; note: 0% is about no effect
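HEK293 Trex D2 cells, tetracycline-induced, o/n 30 C 5% CO2; no-wash Ca dye, RT 30–90 min; 10-cycle baseline, 23 nl cpd added, kinetic Ca read 180 s; agonist hits = positive Ca response.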
TrxR1 substrate = substrates of rat thioredoxin reductase 1; O89049; Potency, µM (titrated, usually from 114 µM), for inactives: at the top dose activity change, negative = substrate turnover; 390,000 compounds, 0.01% hits; purified TrxR1 substrate turnover, NADPH consumption readout; note: potency is the fitted concentration of half-maximal effect; % is set by controls: 0 for no effect and ±100 for the full control effect; nearly all actives have a fitted effect of over 50% in size
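Rat TrxR1, dispensed at 90 nM, was prereduced with 400 uM NADPH (final) for 5 min at ~22 deg C, then incubated with compound 15 min before 400 uM selenite. A first-read NADPH fluorescence drop versus no-compound background flagged substrates.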
TRHR PAM = TRH receptor (human) allosteric enhancement | P34981 | TRHR cells, fluo-8 calcium fluorescence, EC20 TRH enhancement | enhancement, % at 2 µM | 360,000 compounds, 0.66% hits | AID 493056; in the data active = enhancement above about 30%; note: 0% is about no effect
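TRHR-expressing cells loaded with fluo-8 calcium dye were read kinetically (ex 480/em 530) during compound addition, then stimulated with an EC20 of TRH (10 nM final). Enhancement of the Gq-mediated intracellular calcium response was scored.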
TRHR agonist = activates the human TRH receptor; AID 493084; TRHR cells, calcium flux fluo-8, FDSS agonist mode; P34981; activation, % at 2 µM; 360,000 compounds, 0.18% hits; in the data active = activation above about 30%; note: 0% is about no effect
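TRHR-expressing cells, plated overnight in medium with 10% serum, were loaded with fluo-8 calcium dye at room temperature. After a 10 s baseline, library compound was pin-added and calcium release was recorded kinetically (ex 480/em 530) as agonist response.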
TrxR1 inh = inhibitors of rat thioredoxin reductase 1; O89049; 390,000 compounds, 1% hits; Potency, µM (top dose mostly 114 µM), for inactives: at the top dose activity change, negative = inhibition, most hits filed as inhibitors; recombinant rTrxR1, NADPH fluorescence consumption, selenite substrate; note: potency is the fitted concentration of half-maximal effect; % is set by controls: 0 for no effect and ±100 for the full control effect; nearly all actives have a fitted effect of over 65% in size
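Rat TrxR1 (90 nM in the dispensed reagent) was pre-reduced with 400 uM NADPH for 5 min at room temperature, then incubated with compound for 15 min. After 400 uM selenite was added, NADPH fluorescence (Ex 340/Em 450 nm) was followed for 8 min.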
IDH1 R132H inh = human IDH1 R132H inhibition | O75874 | IDH1-R132H enzyme, NADPH consumption, diaphorase/resazurin fluorescence | Potency, µM (highest dose often 76.6 µM), without a hit: at the top dose activity change, negative = inhibition, actives largely listed as inhibitors | 390,000 compounds, 0.093% hits | AID 602179; note: potency is the fitted concentration of half-maximal effect; % is set by controls: 0 for no effect and ±100 for the full control effect; nearly all actives have a fitted effect of over 65% in size
Target sequence (O75874 whole entry R132H, stated change not applied): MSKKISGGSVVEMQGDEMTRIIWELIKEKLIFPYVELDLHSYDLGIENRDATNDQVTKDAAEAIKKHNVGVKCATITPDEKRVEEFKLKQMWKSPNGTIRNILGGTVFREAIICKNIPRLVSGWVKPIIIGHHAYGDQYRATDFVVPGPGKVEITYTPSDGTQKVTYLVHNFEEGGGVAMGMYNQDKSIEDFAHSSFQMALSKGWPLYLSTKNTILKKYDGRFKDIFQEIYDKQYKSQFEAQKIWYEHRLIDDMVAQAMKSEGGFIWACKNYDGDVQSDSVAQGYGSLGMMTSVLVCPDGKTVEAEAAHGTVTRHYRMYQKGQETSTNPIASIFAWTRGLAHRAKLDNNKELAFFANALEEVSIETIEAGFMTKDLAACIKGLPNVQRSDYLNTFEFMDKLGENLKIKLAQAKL
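IDH1-R132H (0.5 ug/mL dispensed) in pH 7.5 Tris buffer was preincubated 30 min with compound, then given a substrate mix of 0.016 mM NADPH and 2 mM alpha-KG for 80 min at room temperature; remaining NADPH was read by diaphorase/resazurin fluorescence.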
USP1-UAF1 inh = inhibitors of human USP1/UAF1 deubiquitinase | Potency, µM (series often up to 57.1 µM), without a hit: at the highest dose activity change, negative = inhibition, hits mostly inhibitors | recombinant USP1/UAF1, Ub-Rhodamine cleavage fluorescence | 390,000 compounds, 0.23% hits | AID 743255; note: potency is the fitted concentration of half-maximal effect; % is set by controls: 0 for no effect and ±100 for the full control effect; nearly all actives have a fitted effect of over 60% in size; inactives centre near -12
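USP1/UAF1 complex (1 nM) preincubated 15 min at room temperature with compound, then Ub-Rho substrate (150 nM final) added. Kinetic fluorescence at 480/540 nm over 6 reads at 60 s intervals; 50 mM HEPES pH 7.8, 0.5 mM EDTA, 0.1 mg/ml BSA, 1 mM TCEP, 0.01% Tween-20.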
D2 antagonist = antagonists of human D2 dopamine receptor; AID 485344; 340,000 compounds, 2% hits; HEK293 TREx D2 cells, calcium flux, dopamine EC80; P14416; inhibition, % at 10 µM; in the data active = inhibition above about 30%; note: 0% is about no effect
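Cells plated overnight at 30 C with tetracycline; no-wash calcium dye, 30–90 min RT; 10 s baseline; compound pinned; 180 s read; EC80 dopamine added; another 180 s read.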
Numbers without * were called inactive; ? = inconclusive; . = not tested or not shown; [ ] = remark or other dose. Unless noted, calls come from the whole dose curve; as a rule, active = well fitted inhibition curve with a large enough effect; inconclusive = small, poorly fitted or top-dose-only effect; inactive = no such curve, though single readings can be large or run the other way.

Values run as follows: PI4K2A block	D2 agonist	TrxR1 substrate	TRHR PAM	TRHR agonist	TrxR1 inh	IDH1 R132H inh	USP1-UAF1 inh	D2 antagonist
C=CC[C@@H](Cc1ccc(F)cc1)C(=O)OC[C@H]1CCCN1C(=O)[C@H](CC=C)CC(=O)NCCO
→ -2	.	8%	.	.	21%	8%	?	.
COc1ccc(NC(=O)CSCC(=O)N(C)Cc2c(F)cccc2Cl)cc1
→ 2	0.1	-7%	2	0.1	-8%	4%	-22%	-1
CC1CC(C)(C)NC(=S)N1CC(=O)NCc1ccc2c(c1)OCO2 (configuration not stated)
→ -4	-1.6	3%	23	-1.0	10%	7%	-10%	4
CCOCCCNC(=S)N1CCC(C(=O)c2ccc3c(c2)OCCO3)CC1
→ -7	-0.8	6%[11.4 µM]	8	-0.3	20%[11.4 µM]	6%	-21%	-19
O=C(Nc1cc(C(F)(F)F)ccc1Cl)C1CCN(c2nnc(-n3cccc3)s2)CC1
→ 4	0.3	-3%	4	0.1	14%	-2%	-9%	62*
Cc1ccc(-n2ncc3c2CC(C)(C)CC3NC(=O)c2c(C)noc2C)cc1 (configuration not stated)
→ -1	0.5	0%	1	-0.6	8%	7%	-5%	3
O=C(COC(=O)C1CC1)NC(=O)NCc1ccccc1
→ -7	-0.4	10%[57.1 µM]	-1	-0.5	17%[57.1 µM]	12%	-11%	12
COC(=O)C1=C(C)NC(=O)NC1c1ccc(N2CCC(c3ccccc3)=N2)cc1 (configuration not stated)
→ -3	-1.7	31%[activator][57.1 µM]	-3	0.3	152%	-4%	-19%	-5
CC(=O)c1c(C)[nH]c(C(=O)OCc2nnc(-c3ccccc3)o2)c1C
→ -7	0.1	-2%	0	0.4	-3%	-1%	-8%	-10
CCOC(=O)C(C(=O)N(C)Cc1ccccc1)C1CCCCC1 (configuration not stated)
→ -7	-0.6	18%	-13	-0.3	36%[activator]	6%	-21%	-2
Cc1cccc(OCC(=O)Nc2ccccc2N2CCN(C(=O)C(C)C)CC2)c1C
→ -4	-1.4	8%[57.1 µM]	1	-0.2	17%[57.1 µM]	-1%	-7%	14
O=C1c2cccnc2C(=O)N1c1cccc(-c2nc3ccccc3o2)c1
→ -4	-0.5	7%[57.1 µM]	2	-0.8	5%[57.1 µM]	3%	-19%	-5
CCCc1nn2c(=O)cc(COC(=O)c3ccc(NC(=O)COc4ccc(F)cc4)cc3)nc2s1
→ 4	1.5	1%[57.1 µM]	0	-1.1	12%[57.1 µM]	-8%	-24%	.
CN(O)/C=C/C(=O)c1ccc(Br)cc1
→ 2	-0.1	15%[57.1 µM]	1	1.0	?	5%	-26%	-6
Cc1[nH]nc2nc3c(c(OC(=O)c4ccccc4)c12)c(=O)n(C)c(=O)n3C
→ .	1.4	.	7	0.3	.	.	.	1

One compound at a time (already shown). Order of screens: PI4K2A block | D2 agonist | TrxR1 substrate | TRHR PAM | TRHR agonist | TrxR1 inh | IDH1 R132H inh | USP1-UAF1 inh | D2 antagonist
CC(=O)c1c(C)[nH]c(C(=O)OCc2nnc(-c3ccccc3)o2)c1C in the list: -7 | 0.1 | -2% | 0 | 0.4 | -3% | -1% | -8% | -10
COC(=O)C1=C(C)NC(=O)NC1c1ccc(N2CCC(c3ccccc3)=N2)cc1 (configuration not stated) in the list: -3 | -1.7 | 31%[activator][57.1 µM] | -3 | 0.3 | 152% | -4% | -19% | -5
CCOC(=O)C(C(=O)N(C)Cc1ccccc1)C1CCCCC1 (configuration not stated) in the list: -7 | -0.6 | 18% | -13 | -0.3 | 36%[activator] | 6% | -21% | -2
CN(O)/C=C/C(=O)c1ccc(Br)cc1 in the list: 2 | -0.1 | 15%[57.1 µM] | 1 | 1.0 | ? | 5% | -26% | -6
CCCc1nn2c(=O)cc(COC(=O)c3ccc(NC(=O)COc4ccc(F)cc4)cc3)nc2s1 in the list: 4 | 1.5 | 1%[57.1 µM] | 0 | -1.1 | 12%[57.1 µM] | -8% | -24% | .

(further entries)
Values run as follows: PI4K2A block	D2 agonist	TrxR1 substrate	TRHR PAM	TRHR agonist	TrxR1 inh	IDH1 R132H inh	USP1-UAF1 inh	D2 antagonist
Oc1c(Br)cc(C=Nc2ccc3nc(-c4ccccc4)[nH]c3c2)c(O)c1Br
→ -29	.	46%[activator][57.1 µM]	21	-0.4	1%[57.1 µM]	5%	?	.
Fc1ccccc1Sc1ccccc1CNC1=NCCN1
→ 1	1.4	-6%	15	-0.5	-7%	4%	-16%	-18
CC(C)Oc1ccccc1/C=N/Nc1ccccc1[N+](=O)[O-]
→ -3	-1.5	-7%	-1	-0.2	-7%	2%	-4%	-7
CC(=O)N(CCO)Cc1cc2cc(C)cc(C)c2[nH]c1=O
→ -2	.	18%[57.1 µM]	3	1.9	3%[57.1 µM]	-10%	-7%	.
O=C(NC(=S)Nc1cccc(O)c1)c1cncc(Br)c1
→ 0	.	3%[57.1 µM]	.	.	?	3%	-22%	.
Cc1ccc(NC(=O)CSc2nnc(-c3ccncc3)n2N)cc1C
→ -1	.	-1%	3	2.1	-1%	8%	-21%	.
COc1ccc(NC(=O)CN2CCN(S(=O)(=O)c3ccc(C(C)C)cc3)CC2)cc1OC
→ 1	0.3	-1%[57.1 µM]	-12	-1.0	-3%[57.1 µM]	-1%	-1%	-19
Cc1ccc2cc(CN(C)C(=O)c3cccc(Cl)c3)c(=O)[nH]c2c1
→ -2	-0.8	2%	-11	-0.9	13%	-12%	?	.
CCCCc1cc(=O)oc2cc(C)cc(OC(C)C(=O)NCc3cccnc3)c12 (configuration not stated)
→ 3	-0.3	68%[activator]	-9	0.2	12%	0%	-19%	5
CCOC(=O)Cc1csc(N/N=C/c2ccc(C(F)(F)F)cc2)n1
→ 4	0.1	2%[57.1 µM]	3	0.3	2%[57.1 µM]	1%	3%	7
Cc1ccc(CCC(=O)Nc2ccc([N+](=O)[O-])cc2Cl)o1
→ -3	1.0	7%[57.1 µM]	-9	-1.6	1%[57.1 µM]	4%	-17%	1
N#CC1=C2SCN(Cc3ccccc3)CN2C(=O)CC1c1cccs1 (configuration not stated)
→ -13	-2.4	-4%[57.1 µM]	0	-0.2	?	6%	16µM*	-8
Cc1cccc(C)c1NC(=O)Cn1nnc(S(=O)(=O)c2ccccc2)c1N
→ -2	0.3	11%	-1	0.4	37%[activator]	.	4%	.
O=C(CSc1nc2c([nH]c3ccccc32)c(=O)n1-c1ccc(Cl)cc1)N1CCCC1
→ -2	.	10%[57.1 µM]	-4	-0.2	31%[57.1 µM]	2%	-26%	.
O=C(c1noc2c1CCCCC2)N1CCN(C(c2ccccc2)c2ccccc2)CC1
→ 7	.	9%	.	.	28%	9%	-19%	.
CC(C)C(=O)Nc1ccc(NC(=O)CCc2ccccc2)cn1
→ 0	.	6%	3	0.5	14%[57.1 µM]	-3%	-4%	.
CC(=O)Nc1ccc(S(=O)(=O)Nc2cc3c(cc2C(C)=O)OCO3)cc1
→ 3	1.2	1%	11	0.2	8%	9%	-9%	-16
CC1CCN(C(=O)CCCC(=O)O)CC1
→ 4	1.6	7%	1	1.6	12%	8%	-11%	-14
COc1cccc(C2C(C(=O)Nc3ccccc3)=C(C)Nc3nnnn32)c1OC (configuration not stated)
→ 1	0.7	4%[57.1 µM]	1	1.1	14%[57.1 µM]	4%	-9%	.
COc1ccc(Cl)cc1NC(=O)c1cc(-c2ccco2)on1
→ -2	2.5	5%[57.1 µM]	10	0.8	6%[57.1 µM]	-4%	-21%	-18
O=C(O)c1ccc(NC2(C(=O)O)CCCC2)cc1
→ -5	.	-8%[57.1 µM]	.	.	0%[11.4 µM]	3%	-15%	.
Cc1ccc(C)c(N2CCN(C(=O)c3ccc4nc(-c5ccco5)c(-c5ccco5)nc4c3)CC2)c1
→ -1	-0.5	14%	3	-0.5	?	-1%	-23%	23
O=C1CN2C(=N1)N(Cc1ccccc1)c1ccccc12
→ 3	0.7	9%[57.1 µM]	-14	0.4	7%[57.1 µM]	5%	-9%	71*
Cc1cccc(C(=O)NCCCn2ccnc2)c1C
→ -1	1.6	5%	14	0.6	3%	0%	-14%	1
CCC(=O)n1nc(-c2cccnc2)nc1NCc1ccc(OC)cc1
→ 9	-0.6	10%[57.1 µM]	26	-0.4	17%[57.1 µM]	1%	-1%	15
COc1ccc(/[N+]([O-])=C/c2ccoc2)cc1
→ -7	1.0	-10%[57.1 µM]	-1	0.0	1%[57.1 µM]	7%	-4%	-7
Cc1ccc(O)c(C(=O)c2cnc3c(c2)c(=O)n(C)c(=O)n3C)c1
→ 3	-1.1	7%[57.1 µM]	6	0.0	16%[57.1 µM]	2%	-17%	8
COc1ccc(C(=O)C2CCCN(C(=O)c3cc(C4CC4)[nH]n3)C2)c(C)c1 (configuration not stated)
→ 4	0.5	0%	2	0.3	13%	0%	-19%	-4
CCCNS(=O)(=O)c1cc(CN2C(=O)c3cccnc3C2=O)ccc1OC
→ -4	-0.5	7%	2	-0.9	14%	9%	-3%	0
CN(C)S(=O)(=O)c1ccc(/C(O)=C2/C(=O)C(=O)N(CCCN3CCOCC3)C2c2ccncc2)cc1 (configuration not stated)
→ -4	.	-8%	.	.	-2%	3%	-2%	.
Cc1ccc(-n2c3nc(=O)[nH]c(=O)c-3cc3cc([N+](=O)[O-])ccc32)cc1
→ -16	.	-16%	-3	-1.1	-26%	9%	-17%	.
O=C(Nc1nccs1)NC1CCCCC1
→ 2	-0.8	-7%	-3	-0.2	-12%	12%	-5%	-5
Cc1ccc(-n2nnnc2SCC(=O)Nc2c(C)n(C)n(-c3ccccc3)c2=O)cc1
→ -3	-0.7	7%	-2	-0.5	10%	-4%	-8%	21
COc1ccc(C2OC(=O)CC2C(=O)NC2CCCC(C)C2C)cc1OC (configuration not stated)
→ -5	0.8	1%	3	-0.2	-5%	1%	-7%	4
